tuberculosis growth: growth inhibition of non-replicating M. tuberculosis (AID 488890). Mycobacterium tuberculosis non-replicating, growth inhibition; higher % means a stronger effect. 320,000 compounds, 0.39% hits. inhibition, % at 25 µM; hits with a dose series show IC50 in µM; in the data active means a potency from the dose series; inconclusive means inhibition mostly from about 82% at the one dose, without a potency; inactive means the rest, 99 in 100 with inhibition below about 76%;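 further: plate controls were DMSO cells for no effect and high antibiotic wells for full effect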
PhoP GFP inhibition: PhoP regulon inhibitors, Salmonella typhi PhoP promoter GFP reporter, confirmatory (AID 1850); 310,000 compounds, 0.33% hits; inhibition, % at 50 µM; hits with a dose series show IC50 in µM; Salmonella Typhi PhoP-promoter GFP reporter, fluorescence, 4 h; higher % means a stronger effect; in the data active means a potency from the dose series; inconclusive means inhibition mostly from about 25% at the one dose, without a potency; inactive means the rest, 99 in 100 with inhibition below about 19%;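 further: 0% = induced wells with vehicle and 100% = uninduced wells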
VEEV TC-83 Vero: inhibitors of VEEV TC-83 cytopathic effect, confirmation, Vero cells (AID 588727) | 350,000 compounds, 0.13% hits | inhibition, % at 20 µM; hits with a dose series show IC50 in µM | Vero cells, VEEV TC-83 cytopathic effect inhibition; higher % means a stronger effect; in the data active means a potency from the dose series; inconclusive means inhibition mostly from about 14% at the one dose, without a potency; inactive means the rest, 99 in 100 with inhibition below about 12%; further: strong numbers were not always called active
H37Rv inhibition: M. tuberculosis growth inhibition, HTS (AID 449762) | M. tuberculosis H37Rv growth inhibition, 7H9 media; higher % means a stronger effect | inhibition, % at 25 µM; hits with a dose series show IC50 in µM | 330,000 compounds, 0.59% hits; in the data active means a potency from the dose series; inconclusive means inhibition above about 70% without an active follow-up result;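 further: bacterial growth assessed after seven days of incubation; strong numbers were not always called active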
influenza NS1A: NS1A inhibition, H1N1 influenza, cell based functional assay (AID 504329) | one-dose inhibition, % at 12.5 µM; IC50 in µM for titrated hits | 340,000 compounds, 0.3% hits | NS1A functional cell-based assay, percent inhibition; higher % means a stronger effect; in the data active means a potency from the dose series; inconclusive means inhibition above about 27% without an active follow-up result; further: strong numbers were not always called active
VEEV TC-83 Vero 10K pilot screen: recorded beside VEEV TC-83 Vero, whose call it bears; inhibition, %; measured here: 10K pilot screen inhibition
Numbers without * were called inactive; i = inactive; ? = inconclusive; . = not tested or not shown.

SMILES | tuberculosis growth | PhoP GFP inhibition | VEEV TC-83 Vero | H37Rv inhibition | influenza NS1A | others
Cc1ccc(N2C(=O)N(CC(=O)NCc3ccc(Cl)cc3)C(=O)C2C)cc1 (stereo not given) | 17% | -4% | i | -9% | 0%
CCc1ccc2c(c1)[C@H]1OCC[C@H]1[C@@H](c1cccs1)N2 | ? | -1% | 6.3% | 8% | 0%
CC1(C)Cc2c(c(=S)nc(-c3ccccc3)n2Cc2cccnc2)CO1 | -10% | 3% | 2.2% | 3% | -6%
CC1CCCCC1NC(=O)c1ccc2c(c1)OCCO2 (stereo not given) | 40% | . | 1.8% | 9% | 1%
Cc1noc2ncnc(N3CCN(c4ccc(F)cc4)CC3)c12 | 10% | 2% | 0.2% | -1% | -14%
CN(Cc1ccccc1)C(=O)COC(=O)c1ccc(Br)c(S(=O)(=O)N2CCOCC2)c1 | -5% | . | 6.8% | 3% | 4%
O=C(O)C1CC=CCC1C(=O)NNS(=O)(=O)c1ccccc1 (stereo not given) | 6% | 0% | i | 3% | -6%
CCOC(=O)CCN(Cc1ccccc1)S(=O)(=O)c1csc(C(N)=O)c1 | 18% | -8% | 1.1% | 9% | -4%
NC(=O)c1ccsc1NC(=O)CCS(=O)(=O)c1ccc(Cl)cc1 | . | . | 4.1% | . | 5%
CC(C)c1ccccc1OS(N)(=O)=O | 6% | 7% | i | -7% | 3%
COc1ccc(C2CC(=O)Oc3cc(OC)ccc32)cc1 (stereo not given) | . | . | 1.0% | . | 19%
O=C1NC(=S)NC(=O)C1C1CCCCC1 | -2% | 8% | i | 9% | 10%
CC(C)(C)OC(=O)N1CCN(C(=O)c2[nH]cnc2C(=O)NCc2ccccc2)CC1 | 62% | . | 0.7% | -6% | -2%
Cc1cc(NC(=O)C2C3C=CC(C3)C2C(=O)O)no1 (stereo not given) | 1% | -2% | 3.1% | 2% | 21%
COc1ccc(COc2ccc3ccc(=O)oc3c2)cc1 | 23% | -8% | 0.4% | 6% | -1%
COc1ccccc1NC(=O)N(Cc1cc2cc(OC)c(OC)cc2[nH]c1=O)CC1CCCO1 (stereo not given) | -1% | -4% | 12% | 4% | -1%
O=C(Nc1ccc2[nH]ncc2c1)c1ccccc1 | 9% | -14% | 1.8% | -1% | -4%
CC(C)c1ccc(/C=C(\NC(=O)c2ccccc2)C(=O)NCCN2CCOCC2)cc1 | -5% | 5% | 6.7% | 3% | -13%
CC1=C(C(=O)OCc2ccccc2)C(c2ccc(Cl)cc2Cl)NC(=O)N1CCCCCC(=O)O (stereo not given) | 1% | -3% | . | 5% | .
CCOC(=O)C1SC2(C(F)(F)F)CC1(O)c1c(C)cc(C)nc1O2 (stereo not given) | . | 1% | 1.0% | . | 3%
COc1ccc(Cl)cc1NC(=O)CN(C)C(=O)c1cn2ccccc2n1 | 14% | . | i | 3% | -12%
CCOC(CCNC(=O)c1cc2c(=O)[nH]c3ccccc3c2s1)OCC | -20% | 6% | 1.1% | -9% | -21%
CCOC(=O)C(Cc1ccccc1)NC(=O)CCc1nnc2ccc(N3CCCC3)nn12 (stereo not given) | 18% | 7% | 1.7% | 4% | -2%
Cc1ccc(-n2ncc3c(=O)n(CC(=O)NCc4ccco4)cnc32)cc1C | . | 6% | 2.9% | 4% | 2%
COc1cc2c(cc1NC(=O)CSc1nnnn1-c1ccccc1)oc1ccccc12 | -3% | -23% | 0.6% | -4% | -10%
CCCCN(CCCC)CC(O)CN1C(=O)NC(C)(C)C1=O (stereo not given) | -41% | 6% | 3.9% | -12% | -12%
COc1ccc(/C(N)=N/OC(=O)c2cccc([N+](=O)[O-])c2)cc1 | -5% | -11% | 0.5% | -9% | 9%
COc1ccc(N(C(=O)C2CCCCC2)C2C=CS(=O)(=O)C2)c(OC)c1 (stereo not given) | 13% | 0% | 0.8% | 4% | -7%
CCN(CC)S(=O)(=O)c1ccc(N2CCOCC2)c(NC(=O)c2ccc3ccccc3c2)c1 | -4% | -8% | 6.0% | 6% | 4%
Cc1ccc(S(=O)(=O)N2[C@@H](c3ccc(Br)cc3)C(C(=O)O)=C[C@H]2CC2CCCC2)cc1 | 68% | . | i | 7% | -11%
CCN(CC)C(=O)c1c(C)nc2ccccn12 | 3% | 6% | 0.6% | 2% | -17%
COc1cc2c3c(c1)/C(=C1/SC(NC(C)=O)=NC1=O)C(=O)N3C(C)(C)C=C2C | 25% | 1% | i | -5% | 19%
COc1ccc(C(=O)O)cc1S(N)(=O)=O | -2% | 5% | 1.5% | 10% | -4%
CC(=O)Nc1ccc(S(=O)(=O)N2CCSc3ccccc32)cc1 | -2% | . | 6.9% | -11% | -1%
O=C(NC1(C(=O)NC2CCCCC2)CCCCC1)c1ccccn1 | -5% | 2% | i | 9% | 12%
O=C(O)c1ccccc1Nc1cccc(OCc2ccc3ccccc3n2)c1 | 29% | -12% | 0.9% | -1% | 3%
O=C1C=CC(=O)N1Cc1ccncc1 | . | . | 1.9% | . | 0%
CC(C)n1ncc2c(C(=O)NCC(=O)Nc3ccccc3Br)cc(C3CC3)nc21 | 38% | . | 7.7% | 23% | -11%
COC(=O)c1cc(NC(=O)C2COc3ccccc3O2)ccc1Cl (stereo not given) | ? | -4% | 1.1% | 63% | 3%
O=C(CSc1ccccc1)Nc1cccc(S(=O)(=O)N2CCOCC2)c1 | 45% | . | 3.2% | 0% | 1%
CCn1c(CC(=O)Nc2ccccc2OC)nnc1SCC(=O)Nc1ccccc1F | -1% | -3% | 1.3% | -7% | 4%
CCc1ccc(S(=O)(=O)Nc2cccc(C3OCCCO3)c2)cc1 | -17% | 3% | 0.2% | -3% | .
Clc1cc2c(nn1)Nc1ccccc1S2 | -10% | 5% | i | -9% | -2%
Cc1cccc(NC(=O)[C@H](Cc2ccccc2)NC(=O)[C@@H]2Cc3ccccc3CN2)c1 | 14% | -13% | 1.6% | 7% | -5%
CCN(C[C@H]1N[C@@](Cc2ccccc2)(C(=O)OC)[C@H]2C(=O)N(C)C(=O)[C@@H]12)C(=O)c1ccc(C)cc1 | -13% | . | 0.5% | 1% | -12%
NC(=O)c1ccc(NC(=O)C2CCCO2)cc1 (stereo not given) | -12% | 2% | 0.3% | -10% | 2%
C#CCOCCOCCOCCNc1nc(N2CCN(C(=O)Cn3cc(CCCN=C(N)N)nn3)CC2)nc(N2CCN(C(=O)[C@H](CCCCN)n3cc(CC(C)O)nn3)CC2)n1 (stereo not given in full) | -7% | -8% | 0.2% | 1% | 4% | VEEV TC-83 Vero 10K pilot screen=1.0
CCOc1cc(C=O)ccc1O | 5% | . | 0.3% | -4% | 0%
COc1cc2nc(-c3ccccc3C)oc(=O)c2cc1OC | 65% | -3% | 0.2% | 1% | 22%
COc1ccc(C(=O)NC(=O)CSc2nnc(-c3ccco3)n2-c2ccccc2)cc1 | 13% | 2% | 8.0% | -17% | -26%
O=C(Cc1ccc(F)cc1)Nc1nc(-c2ccc(F)cc2)cs1 | -2% | 5% | 0.6% | 6% | 5%
Cc1cccc(NC(=O)CN2CCN(C(=O)c3cnn(Cc4ccccc4)c3)CC2)c1C | -17% | . | 8.1% | 3% | 5%
Cc1ccc(NC(=O)CCC(=O)c2ccccc2)cc1 | . | . | 1.5% | . | -5%
CC(C)c1nnc(NC(=O)CS(=O)(=O)c2ccccc2)s1 | 5% | 1% | 0.3% | -6% | -6%
CC1CCN(C(=O)N2c3ccccc3Sc3ccccc32)CC1 | 11% | 4% | 11% | 3% | -3%
CN(c1ccccc1)c1nc(N)c([N+](=O)[O-])c(NC2CCCCC2)n1 | 7% | 0% | 0.2% | 9% | -18%
CC(NC(=O)Cc1cccc2ccccc12)C(=O)N1CCC(=O)CC1 (stereo not given) | -14% | 2% | 1.3% | -11% | -6%
CC(NC(=O)C(C)N1C(=O)C2C3CC(C(Br)C3Br)C2C1=O)c1ccccc1 (stereo not given) | 11% | -4% | 1.8% | -3% | 14%
Cc1ccc2[nH]c3c(=O)n(N)c(C)nc3c2c1 | -11% | 4% | 5.6% | 0% | .
COP(=O)(OC)C(Nc1ccccn1)c1ccccc1 (stereo not given) | -20% | -6% | i | -1% | 7%

(more compounds)
SMILES | tuberculosis growth | PhoP GFP inhibition | VEEV TC-83 Vero | H37Rv inhibition | influenza NS1A | others
CC(C)C[C@@H](CO)N1CCN(Cc2ccc(Br)cc2)CCC1=O | 5% | -4% | 0.5% | -7% | -7%
O=S(=O)(Nc1cccc2ccccc12)c1ccccc1F | 12% | 10% | 0.1% | 9% | 3%
COc1cccc(CNC(=O)c2ccc(Cl)c(NC3=NC4CS(=O)(=O)CC4S3)c2)c1 (stereo not given) | 5% | 11% | 1.1% | 7% | 2%
COc1ccccc1NC(=O)c1ccccc1-c1ccccc1C(=O)O | 53% | 4% | 0.8% | -5% | 2%
C=CCn1c(SCCNC(C)=O)nc2cc(-c3ccccc3)sc2c1=O | -7% | -8% | 2.0% | 7% | 8%
C=CCn1c2ccccc2c(=O)c2cc(C#Cc3ccsc3)ccc21 | ? | 7% | . | 2% | .
CC1(C)CC(=O)C(N=Nc2ccc(F)cc2)=C(O)C1 | 5% | 8% | i | 3% | 4%
O=C(Nc1cc([N+](=O)[O-])ccc1N1CCOCC1)c1cccs1 | -10% | -5% | i | -4% | -4%
COc1ccc(NC(=O)CS(=O)c2ccc(Cl)c(Cl)c2)cc1 (stereo not given) | ? | 9% | 1.1% | -12% | -7%
CCOC(=O)Cn1c(CN2CCOCC2)nc2c1c(=O)[nH]c(=O)n2C | -11% | -3% | 0.9% | -3% | 0%
O=C(COC(=O)CNS(=O)(=O)c1ccc(Cl)cc1)NC1CCCCC1 | . | . | 0.2% | . | -3%
COc1ccc(C2C=C(c3ccc(C)cc3)Nc3ncnn32)cc1 (stereo not given) | . | . | 3.7% | . | 2%
COc1ccccc1CNC(=O)C1CCC(CNS(=O)(=O)c2cccc3cccnc23)CC1 (stereo not given) | 5% | 1% | 0.7% | 1% | -3%
O=C(N=Nc1c(O)[nH]c2ccccc12)c1cccc(S(=O)(=O)Nc2ccccc2Cl)c1 | -10% | -6% | 9.2% | -3% | 2%
CC(C)CN1CCN(CCCOC(=O)Nc2cccc3ccccc23)CC1C (stereo not given) | . | . | 0.1% | . | -18%
Cc1csc(SCC(=O)Nc2cccc(S(=O)(=O)N3CCCC3)c2)n1 | -4% | 22% | 0.1% | -1% | 3%
CCOc1ccccc1OCCCC(=O)Nc1sccc1C(N)=O | 11% | -8% | 9.4% | 0% | 12%
COc1ccccc1NCC(=O)N/N=C/c1sccc1C | 6% | 5% | 0.8% | -8% | 7%
COc1ccc(S(=O)(=O)N2CCC(C(=O)Nc3cccc(C(C)=O)c3)CC2)cc1C | 10% | -1% | i | -4% | -8%
CCn1ncc2c(OCc3ccc(C#N)cc3)cc(C)nc21 | 40% | -1% | 3.9% | 13% | -12%
CCc1ccc2[nH]c(=O)c(C(c3nnnn3Cc3ccccc3)N3CCOCC3)cc2c1 (stereo not given) | 21% | -13% | 1.5% | 2% | 5%
COc1ccc(Cc2nc3ccc(C(=O)NCCn4ccnc4C)cc3o2)cc1OC | -15% | -12% | 1.8% | -7% | -7%

Three entries from above, ordered by molar mass, descending:
SMILES | tuberculosis growth | PhoP GFP inhibition | VEEV TC-83 Vero | H37Rv inhibition | influenza NS1A | others
COc1cccc(CNC(=O)c2ccc(Cl)c(NC3=NC4CS(=O)(=O)CC4S3)c2)c1 (stereo not given) | 5% | 11% | 1.1% | 7% | 2%
CC(C)(C)OC(=O)N1CCN(C(=O)c2[nH]cnc2C(=O)NCc2ccccc2)CC1 | 62% | . | 0.7% | -6% | -2%
CN(c1ccccc1)c1nc(N)c([N+](=O)[O-])c(NC2CCCCC2)n1 | 7% | 0% | 0.2% | 9% | -18%

Filtered by structure: the compounds so far with bromine (5)
SMILES | tuberculosis growth | PhoP GFP inhibition | VEEV TC-83 Vero | H37Rv inhibition | influenza NS1A | others
CN(Cc1ccccc1)C(=O)COC(=O)c1ccc(Br)c(S(=O)(=O)N2CCOCC2)c1 | -5% | . | 6.8% | 3% | 4%
Cc1ccc(S(=O)(=O)N2[C@@H](c3ccc(Br)cc3)C(C(=O)O)=C[C@H]2CC2CCCC2)cc1 | 68% | . | i | 7% | -11%
CC(C)n1ncc2c(C(=O)NCC(=O)Nc3ccccc3Br)cc(C3CC3)nc21 | 38% | . | 7.7% | 23% | -11%
CC(NC(=O)C(C)N1C(=O)C2C3CC(C(Br)C3Br)C2C1=O)c1ccccc1 (stereo not given) | 11% | -4% | 1.8% | -3% | 14%
CC(C)C[C@@H](CO)N1CCN(Cc2ccc(Br)cc2)CCC1=O | 5% | -4% | 0.5% | -7% | -7%

Source: PubChem BioAssay (Southern Research Specialized Biocontainment Screening Center)
